Screens as filed in PubChem BioAssay.
M1 PAM parental = nonselective activator or artifact in parental CHO-K1 calcium assay; ATP EC20, Fluo-8 calcium fluorescence; 0% at ATP EC20, 100% at ATP max; activation, % at 3 µM; AID 602247; 0.02% of 360,000 active;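 active means activation above the run cutoff, the mean activation of all test compounds plus 3 SD, cut at about 40% in these data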;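 further: peak over basal fluorescence ratio in a 140 s read after ATP addition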
CHO parental Ca = counter-screen: ATP calcium response change in parental CHO cells; AID 463079; inhibition, % at 5.6 µM; 0.63% of 330,000 active; parental CHO-K1, ATP-induced calcium, Fluo-8 fluorescence;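 active means inhibition above that plate's mean sample inhibition plus 3 SD, cut at about 26% in these data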;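 further: 0% = ATP-challenged DMSO wells and 100% = DMSO wells without ATP; some compounds past the cut are filed as inactive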
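Material: parental CHO cells / Compound: single nominal dose of 5.6 µM per compound / Signal: Fluo-8 fluorescence / Replicates: singlicate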
M1 ag = human M1 muscarinic receptor agonism. P11229. CHO-K1 hM1, Fluo-8 calcium fluorescence, agonist mode; 0% DMSO, 100% acetylcholine EC100. activation, % at 3 µM. 0.33% of 360,000 active. AID 588814;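 active means activation above the run's mean compound activation plus 3 SD, cut at about 16% in these data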;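 further: peak over basal fluorescence ratio within a 140 s kinetic read after compound addition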
TAAR1 agonist = agonists of human TAAR1; Q96RJ0; CHO RD-HGA16 TAAR1, Fluo-8 calcium fluorescence; vehicle wells 0%, saturating PEA agonist 100%; activation, % at 3 µM; 0.99% of 360,000 active; AID 624467;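 active means activation above the mean activation of all test compounds in the run plus 3 SD, cut at about 38% in these data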
Target sequence (Q96RJ0 whole entry, looked up): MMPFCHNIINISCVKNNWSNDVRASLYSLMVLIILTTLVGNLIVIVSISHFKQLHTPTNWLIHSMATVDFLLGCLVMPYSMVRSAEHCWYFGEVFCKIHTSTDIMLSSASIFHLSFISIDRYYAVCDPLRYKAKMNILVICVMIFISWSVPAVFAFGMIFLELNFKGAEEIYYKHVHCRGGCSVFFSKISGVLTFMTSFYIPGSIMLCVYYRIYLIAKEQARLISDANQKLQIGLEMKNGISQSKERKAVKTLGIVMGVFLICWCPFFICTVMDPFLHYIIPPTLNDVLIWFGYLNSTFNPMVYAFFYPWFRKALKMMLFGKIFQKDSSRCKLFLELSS
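Assay system: CHO-derived RD-HGA16 cells with stable Gα16 and human TAAR1; timing: 17-24 h seeding, 75 min 37 °C dye, 30 min RT; read-out: % activation from peak over basal fluorescence ratio, DMSO-to-PEA scaled; measured by: kinetic Fluo-8 calcium fluorescence; benchmarks: low control DMSO, high control PEA (EC100); doses: 3 µM single concentration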
CHO-K1 Ca antag = counter-screen for M1 antagonists: effect in parental CHO-K1 cells; 0.6% of 360,000 active; inhibition, % at 3 µM; ATP-induced calcium, Fluo-8 fluorescence;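 active means inhibition above a per-plate cutoff, the plate's mean sample inhibition plus 3 SD, cut at about 24% in these data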;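 further: 0% = DMSO plus EC80 ATP and 100% = DMSO alone without ATP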
M1 antag = blocks human M1 muscarinic receptor; P11229; 1.3% of 360,000 active; AID 588852; CHO-K1 hM1, Fluo-8 calcium fluorescence, ACh EC80 antagonist; inhibition, % at 3 µM;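 active means percent inhibition above its own plate's cutoff, namely the mean of that plate's compound wells plus 3 SD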;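 further: peak over basal fluorescence ratio during 140 s after agonist addition; 0% = ACh EC80 plus DMSO and 100% = DMSO alone without agonist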
CHO-K1 Ca ag = counter-screen for M1 agonists: effect in parental CHO-K1 cells | Fluo-8 calcium fluorescence; scaled to maximal ATP response, vehicle zero | activation, % at 3 µM | 0.48% of 360,000 active; in the data active means activation above about 15%;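 further: untransfected CHO-K1 host cells lacking M1 receptor as counterscreen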
TAAR1 antagonist = antagonists of human TAAR1; inhibition, % at 3 µM; CHO RD-HGA16 TAAR1, Fluo-8 calcium fluorescence, antagonist; 1.5% of 360,000 active; Q96RJ0;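 active means inhibition above a per-plate cutoff, the mean inhibition of test compounds on that plate plus 3 SD, cut at about 49% in these data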;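 further: 0% = DMSO plus EC80 beta-PEA response and 100% = DMSO alone without agonist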
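Test system: CHO RD-HGA16 cells bearing hTAAR1 | Reagent: β-PEA, EC80 | Compound dosing: 3 µM, single point | Schedule: Dye loading 75 min at 37 °C, then 30 min room temperature | Signal: Calcium fluorescence with Fluo-8 | Evaluation: Percent inhibition of PEA-evoked calcium signal, max/basal emission ratio | Control set: DMSO-only wells and EC80 β-PEA-stimulated wells | Repeats: Singlicate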
OXTR potentiator = human OXTR potentiation. activation, % at 3 µM. CHO-OTR cells, Fluo-8 calcium fluorescence, potentiator mode; 0% = oxytocin EC15, 100% = EC100. AID 2445. P30559. 0.061% of 320,000 active;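 active means activation above that plate's cutoff, the mean activation of tested compounds plus 3 SD, cut at about 6.6% in these data, passing the limit was not always enough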;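 further: 100% uses oxytocin at 75 nM as the full agonist control; some results filed as inactive read as strong as hits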
Target sequence (P30559 whole entry, looked up): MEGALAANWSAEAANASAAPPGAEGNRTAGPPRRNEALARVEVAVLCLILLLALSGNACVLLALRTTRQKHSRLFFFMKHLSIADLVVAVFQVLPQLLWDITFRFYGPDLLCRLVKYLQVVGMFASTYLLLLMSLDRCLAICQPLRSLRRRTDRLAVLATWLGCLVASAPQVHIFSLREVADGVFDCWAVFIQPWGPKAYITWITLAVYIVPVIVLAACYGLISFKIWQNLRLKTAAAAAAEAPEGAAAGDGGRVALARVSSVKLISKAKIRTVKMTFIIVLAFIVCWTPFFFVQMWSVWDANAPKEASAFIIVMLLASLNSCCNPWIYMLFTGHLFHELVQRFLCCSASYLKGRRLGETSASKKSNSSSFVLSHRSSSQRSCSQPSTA
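Assay system: CHO-OTR cells, human receptor / Also added: oxytocin at about EC15, sub-maximal agonist stimulus / Dosing: single dose, 3.0 µM nominal final compound concentration / Incubation: 6 min pre-incubation, 100 s read / Technique: Fluo-8 calcium dye fluorescence / Read-out: % activation vs EC15 and EC100 oxytocin / Benchmarks: EC15 oxytocin low, 75 nM oxytocin high / Replicates: singlicate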
Starred values were filed as active, the others as inactive; . = no result given.

nr | smiles | M1 PAM parental | CHO parental Ca | M1 ag | TAAR1 agonist | CHO-K1 Ca antag
1 | CCOC(=O)C1=NN(c2ccccc2C)C2=NC(C)=C(C(=O)OC)C(c3cccs3)N12 (stereo not given) | 15 | -18 | -7 | 13 | -6
2 | CCOC(=O)C(=C1Nc2ccccc2N1)n1c(-c2cccnc2)nc2ccccc21 | 14 | . | . | 0 | -7
3 | CCC(C)CN1CCC(CO)(Cc2ccccc2Cl)CC1 (stereo not given) | -5 | -7 | -2 | 2 | -1
4 | N#C/C(=C\c1cccc([N+](=O)[O-])c1)C(=O)NCc1cccnc1 | 17 | -5 | -8 | 0 | -7
5 | COc1ccc(-c2nnc(SC(C)C(=O)Nc3nccs3)n2-c2ccccc2)cc1OC (stereo not given) | 14 | -19 | -7 | 5 | -5
6 | CCCCc1ccc(NC(=O)c2cnccn2)cc1 | 1 | 18 | -8 | 1 | -6
7 | COc1ccc(NC(=O)CSc2nnc(Cn3cnc([N+](=O)[O-])n3)n2C)cc1 | 27 | 1 | -11 | 1 | -16
8 | Cc1ccccc1NS(=O)(=O)c1ccc(C(=O)N(C)CC(=O)Nc2ccccc2Br)cc1 | 14 | -21 | -1 | 9 | -8

nr | M1 antag | CHO-K1 Ca ag | TAAR1 antagonist | OXTR potentiator
1 | -12 | 0.1 | -5 | -2
2 | . | 0.9 | 15 | .
3 | -5 | 0.1 | -6 | -15
4 | -5 | 0.1 | -26 | -4
5 | -8 | 0.5 | 11 | -2
6 | -2 | 1.6 | -2 | -1
7 | -10 | 0.6 | -29 | -7
8 | -3 | 3.5 | 10 | -9

Continued:
nr | smiles | M1 PAM parental | CHO parental Ca | M1 ag | TAAR1 agonist | CHO-K1 Ca antag
9 | Cc1c(NC(=O)CSc2ccccc2F)c(=O)n(-c2ccccc2)n1C | 0 | -5 | -4 | 4 | 0
10 | C=C[C@@H](C)N(Cc1ccc(OC)cc1)S(=O)(=O)N(Cc1ccccc1)[C@H](C=C)C(C)C | 2 | 0 | 0 | 8 | -12
11 | COC(OC)c1ccc(C#N)c(=O)[nH]1 | 12 | -3 | -6 | 0 | 0
12 | C=CCc1ccc(OCCn2cncn2)c(OC)c1 | -16 | -7 | -2 | 0 | 13
13 | Cc1ccc(NC(=O)COC(=O)CCC(=O)c2cccs2)cc1 | 18 | 8 | -8 | 1 | -8
14 | CCCC(=O)c1ccc(N2CCOCC2)c(F)c1 | 15 | 6 | -1 | 3 | -8
15 | CCn1c(C)c(C2=CCN(S(=O)(=O)c3ccc(C)cc3)CC2)c2ccccc21 | -9 | -11 | -3 | 16 | 14
16 | O=C(CSc1n[nH]c(=O)[nH]c1=O)c1cccc([N+](=O)[O-])c1 | 24 | 2 | -7 | 0 | -8

nr | M1 antag | CHO-K1 Ca ag | TAAR1 antagonist | OXTR potentiator
9 | -14 | 0.4 | -12 | 11
10 | -3 | 0.3 | -1 | -6
11 | -5 | 0.5 | -3 | -9
12 | 16 | 0.0 | -18 | -14
13 | -6 | 1.6 | -17 | -1
14 | 2 | -0.4 | 3 | -2
15 | 18 | 2.2 | 33 | -4
16 | -4 | 0.4 | 5 | -7

Next section:
nr | smiles | M1 PAM parental | CHO parental Ca | M1 ag | TAAR1 agonist | CHO-K1 Ca antag
17 | Cn1nnc2cc(C(=O)N3CCN(c4ccccc4)CC3)ccc21 | 16 | 5 | -6 | 10 | -11
18 | C=CCNC(=O)CSc1cc([N+](=O)[O-])cc(S(=O)(=O)Cc2ccccc2)c1 | 24 | -6 | -6 | 2 | -7
19 | O=C(Nc1ccccc1N1CCOCC1)C1CCN(S(=O)(=O)c2ccccc2F)CC1 | 3 | -22 | -6 | -1 | 3
20 | OCC[C@@H]1C[C@H](O)[C@@H](O)[C@@]2(CCCO2)O1 | 10 | -10 | -2 | 11 | -4
21 | CC(=O)Nc1ccc(NS(=O)(=O)c2ccc(Cl)c(C(=O)O)c2)cc1 | 20 | -9 | 1 | . | -2
22 | CCN(CC)CCN1C(=O)C(=O)/C(=C(/O)c2ccncc2)C1c1ccccc1F (stereo not given) | 13 | 3 | -5 | 1 | -12
23 | O=C(c1ccco1)N1CCN(C(=O)c2oc(=O)c3ccccc3c2-c2ccccc2)CC1 | 1 | 0 | -8 | 1 | 6
24 | Cn1c(N)cc(=O)n(Cc2ccccc2)c1=O | -2 | -23 | -4 | 7 | -20

nr | M1 antag | CHO-K1 Ca ag | TAAR1 antagonist | OXTR potentiator
17 | -4 | 0.6 | 8 | -9
18 | 1 | 0.7 | 6 | -5
19 | -3 | 1.2 | 12 | -6
20 | 8 | 1.1 | -9 | -3
21 | -3 | 0.3 | . | -9
22 | -6 | 0.3 | -8 | -2
23 | -5 | 1.4 | -14 | 1
24 | -6 | 0.4 | 8 | 4

(next part)
nr | smiles | M1 PAM parental | CHO parental Ca | M1 ag | TAAR1 agonist | CHO-K1 Ca antag
25 | O=C(C1CC1)N(CCN(Cc1ccccc1)C(=O)C1CC1)Cc1ccccc1 | 15 | -37 | -2 | 2 | -12
26 | O=C(CN(C1CCCCC1)S(=O)(=O)c1ccccc1)NCc1cccnc1 | 18 | -18 | -5 | 3 | -6
27 | CCC(=O)c1ccc(OCC(=O)Nc2nc(-c3cccnc3)cs2)cc1 | -4 | 0 | -1 | 19 | 12
28 | C[C@@H]1NC(=O)/C(=C\c2ccccc2Cl)NC1=O | 8 | 7 | -1 | 4 | -3
29 | CCN(CC)c1ccc(NC(=O)CN2C(=O)NC3(CCc4ccccc43)C2=O)cc1 (stereo not given) | 15 | -16 | -4 | 30 | -9
30 | O=C(N[C@H](Cc1ccc(Cl)cc1)C(=O)O)OCC1c2ccccc2-c2ccccc21 | -6 | -5 | -2 | 7 | -1
31 | CCOC(=O)c1[nH]nc2c1C(=O)N(Cc1ccccc1)C2=O | 19 | 0 | -4 | 4 | -5
32 | CCCNC(=O)c1ccc(Cn2cc(-c3ccc(OC)cc3)nc2C(C)N)cc1 (stereo not given) | 14 | -23 | 7 | 14 | -12

nr | M1 antag | CHO-K1 Ca ag | TAAR1 antagonist | OXTR potentiator
25 | -8 | 0.2 | -16 | 5
26 | -8 | 0.6 | -6 | -3
27 | 27* | 7.6 | 74* | -6
28 | -20 | 0.5 | -10 | -9
29 | 4 | 0.3 | -8 | -1
30 | -2 | 0.0 | 11 | -13
31 | -20 | 0.2 | -5 | -8
32 | 2 | -0.1 | -5 | 3

Another view of 4 compounds above:
no.	SMILES	M1 PAM parental	CHO parental Ca	M1 ag	TAAR1 agonist	CHO-K1 Ca antag	M1 antag	CHO-K1 Ca ag	TAAR1 antagonist	OXTR potentiator
26	O=C(CN(C1CCCCC1)S(=O)(=O)c1ccccc1)NCc1cccnc1	18	-18	-5	3	-6	-8	0.6	-6	-3
27	CCC(=O)c1ccc(OCC(=O)Nc2nc(-c3cccnc3)cs2)cc1	-4	0	-1	19	12	27*	7.6	74*	-6
28	C[C@@H]1NC(=O)/C(=C\c2ccccc2Cl)NC1=O	8	7	-1	4	-3	-20	0.5	-10	-9
29	CCN(CC)c1ccc(NC(=O)CN2C(=O)NC3(CCc4ccccc43)C2=O)cc1 (stereo not given)	15	-16	-4	30	-9	4	0.3	-8	-1

The results go on:
nr | smiles | M1 PAM parental | CHO parental Ca | M1 ag | TAAR1 agonist | CHO-K1 Ca antag
33 | CCc1ccc(C2=NNC(=Nc3cccc(S(=O)(=O)N(C)C)c3)SC2)cc1 | 23 | -13 | -5 | -1 | -2
34 | CC(Oc1ccc(Cl)cc1C(N)=O)C(=O)N1CCc2ccccc21 (stereo not given) | 10 | -15 | 1 | 2 | -13
35 | c1ccc(CC2CCN(c3ncnc4sccc34)CC2)cc1 | 1 | . | 0 | 6 | 23
36 | CCCNC(=O)Cn1c(=O)n(C)c2ccccc21 | 15 | -12 | -2 | 2 | -13
37 | COc1cc(OC)c(OC)cc1CNC(=O)c1cccc(S(=O)(=O)N2CCc3ccccc3C2)c1 | -19 | . | 1 | 12 | 5
38 | NC(=O)CSc1n[nH]c(-c2ccco2)n1 | 17 | 7 | -4 | 1 | -17
39 | O=C(O)CCC(=O)Nc1ccc(Br)cc1C(=O)c1ccccc1Cl | 15 | -5 | -3 | 1 | -7
40 | O=C1CNC(=O)N1CC(=O)N1CCCc2ccccc21 | 7 | -4 | -4 | 10 | 0

nr | M1 antag | CHO-K1 Ca ag | TAAR1 antagonist | OXTR potentiator
33 | -4 | 0.2 | -12 | -8
34 | -27 | 1.3 | 8 | -5
35 | 28 | 13 | 40 | .
36 | -8 | 0.8 | 9 | 3
37 | 36* | 12 | 68* | .
38 | -9 | 1.6 | -8 | 2
39 | -9 | 0.2 | -14 | 2
40 | -9 | 0.1 | 15 | -6

Other compounds
nr | smiles | M1 PAM parental | CHO parental Ca | M1 ag | TAAR1 agonist | CHO-K1 Ca antag
41 | Cc1ccc(S(=O)(=O)Nc2ccc(C(=O)Nc3cc(C)on3)cc2)cc1 | -12 | 9 | 4 | 15 | 17
42 | O=C(Cc1ccc(Cl)cc1)Nc1ccc(S(=O)(=O)Nc2cnc3ccccc3n2)cc1 | 6 | -1 | -11 | 17 | -1
43 | COc1ccccc1CNc1nc(Nc2ccc(C)cc2C)c2sccc2n1 | 19 | . | -3 | 3 | -1
44 | CC1CC(C)CN(C(=O)CSc2n[nH]c(N)n2)C1 (stereo not given) | -10 | -1 | -3 | 7 | -3
45 | CCc1ccc(-n2c(=O)c3ccccc3n(CC(=O)NCc3ccco3)c2=O)cc1 | 17 | -2 | 0 | 1 | -16
46 | CC(=O)NC(c1ccccc1)c1cc([N+](=O)[O-])c2cccnc2c1O (stereo not given) | -9 | 9 | 1 | 1 | -7
47 | CCn1c(Cc2cccs2)nnc1SCC(=O)NC(C)(C)C | 14 | -10 | -4 | 1 | -11
48 | COc1ccc([N+](=O)[O-])cc1N(CC(=O)O)S(C)(=O)=O | -4 | 3 | 0 | 2 | 9
49 | CC1SCC(NC(=O)c2ccc(Cl)cc2)CS1 (stereo not given) | 12 | 5 | -2 | 0 | -14
50 | FC(F)(F)c1cccc(Cc2noc(CN3CCC(c4ccncc4)CC3)n2)c1 | -12 | 12 | -4 | -1 | -2

nr | M1 antag | CHO-K1 Ca ag | TAAR1 antagonist | OXTR potentiator
41 | -4 | 0.3 | -1 | -10
42 | 5 | 0.0 | 0 | -3
43 | 26 | 4.8 | 29 | .
44 | -8 | 0.3 | 5 | 1
45 | -15 | -0.4 | -28 | -9
46 | 24 | 0.6 | -16 | 0
47 | -2 | 0.2 | 1 | -7
48 | -2 | 0.0 | -4 | -3
49 | 9 | 5.0 | -17 | -9
50 | 7 | 9.9 | -1 | -9

Outcome played no part in choosing rows. Share with any hit: about 4.2%.
